# High-throughput results from PubChem BioAssay.
# Smad3 inh = blocks human Smad3 binding to FoxH1 peptide; inhibition, % at 25 µM; TR-FRET Smad3/Dy647-FoxH1 peptide binding, europium anti-His; 88,000 tested, 0.29% active;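 active = compounds that reduce the energy-transfer binding signal between the protein and its labelled peptide by more than half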;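 note: 0% = Smad3 plus labelled peptide maximal FRET and 100% = peptide-only background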
# ERa coact pot = ER-alpha (human) coactivator binding potentiation | P03372 | TR-FRET ERalpha-LBD/SRC-Cy5 coactivator binding, 2 h; 100 = basal binding, no effect | coactivator binding (% of control), % at 25.6 µM | 86,000 tested, 1.3% active; in the data active = activity above about 200%;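 note: binding measured in presence of low estradiol as agonist stimulus; 0% = peptide alone without receptor and 100% = receptor with peptide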
# H69AR inhibit = blocks growth of human H69AR lung tumor cells. H69AR lung tumor viability, ATP luminescence, 72 h; hits give low values. viability, % at 10 µM. 85,000 tested, 6% active;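 active = viability at or below 40%; inactive = viability above 40%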;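 note: multidrug resistant small cell line overexpressing MRP-1 efflux transporter; 100% = mean luminescence of untreated control wells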
# Fibroblast inh = blocks proliferation of human lung fibroblasts; LL 47 human lung fibroblast viability, ATP luminescence; hits give low values; viability, % at 10 µM; 85,000 tested, 1.1% active; AID 719;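 active = viability at or below 50% in the single dose screen; inactive = viability above 50%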;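 note: compound exposure lasted 72 h before the ATP readout; 100% = median luminescence of untreated cell-only wells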
#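 Signal: luminescent ATP detection, CellTiter-Glo; assay system: LL 47 human lung fibroblasts; input: 1,150 cells/well; incubation: overnight cell rest, 72 h compound treatment at 37 °C; measure: % viability versus median cells-only luminescence; medium: IMEM growth medium with 15% fetal bovine serum; dosing: compound addition at 0.1% DMSO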
# HUVEC inhibit = inhibitors of human endothelial cell proliferation; HUVEC proliferation, CellTiter-Glo luminescence, 72 h; hits give low values; viability, % at 10 µM (by protocol); 86,000 tested, 1.1% active; AID 648;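 active = viability at or below 30%; inactive = viability above 30%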;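 note: 100% = median luminescence of DMSO-only cell control wells on each plate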
# ERa coact inh = blocks coactivator binding to human estrogen receptor alpha. P03372. TR-FRET ER-alpha LBD / SRC-1 peptide, estradiol-bound. inhibition, % at 25.6 µM. 86,000 tested, 1.7% active. AID 629; in the data active = inhibition above about 50%;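 note: 0% = receptor plus peptide control and 100% = peptide only without receptor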
# sEH act = soluble epoxide hydrolase (human) activation; 91,000 tested, 0.04% active; purified human sEH enzymatic activity, activator screen; activation, % at 2 µM; P34913; in the data active = activation above about 37%; note: values of inactives mirror those of a sister screen read the other way
# Target sequence (P34913 whole entry, looked up): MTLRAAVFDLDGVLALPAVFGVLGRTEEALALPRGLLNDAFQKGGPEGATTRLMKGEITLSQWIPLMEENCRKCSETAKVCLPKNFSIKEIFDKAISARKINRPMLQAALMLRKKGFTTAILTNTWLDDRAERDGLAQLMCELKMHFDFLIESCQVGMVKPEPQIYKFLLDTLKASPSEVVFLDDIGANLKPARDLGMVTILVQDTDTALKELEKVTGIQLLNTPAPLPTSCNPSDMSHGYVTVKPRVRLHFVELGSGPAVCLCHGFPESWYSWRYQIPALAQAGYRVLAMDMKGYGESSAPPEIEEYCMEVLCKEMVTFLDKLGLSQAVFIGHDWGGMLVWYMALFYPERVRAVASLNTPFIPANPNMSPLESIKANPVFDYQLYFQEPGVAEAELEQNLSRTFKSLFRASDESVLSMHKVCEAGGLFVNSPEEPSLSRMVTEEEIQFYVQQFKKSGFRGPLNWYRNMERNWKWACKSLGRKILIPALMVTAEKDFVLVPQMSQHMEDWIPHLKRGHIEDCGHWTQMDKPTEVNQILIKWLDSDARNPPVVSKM
# Candida biofilm = kills Candida albicans biofilms | AID 834 | C. albicans biofilm + clotrimazole, Alamar Blue | inhibition, % at 6 µM | 85,000 tested, 0.14% active;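 active = inhibition above 20%; inactive = inhibition below 20%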;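 note: preformed 24 hr biofilms exposed to compound for 48 hr; 0% = biofilm without compound and 100% = blank killed by clotrimazole plus chlorhexidine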
# ERb coact inh = blocks coactivator binding to human estrogen receptor beta; 86,000 tested, 1.3% active; TR-FRET ER-beta LBD / SRC1-Cy5 peptide binding; receptor agonist-loaded with 1 µM estradiol; inhibition, % at 25.6 µM;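 active = compounds whose percent inhibition of the receptor-coactivator binding signal exceeds about 50% in the single-dose screen, limit read from the data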;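 note: 0% = receptor plus peptide wells without compound and 100% = peptide-only wells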
# Target sequence (Q92731 whole entry, looked up, the tested form may be a part): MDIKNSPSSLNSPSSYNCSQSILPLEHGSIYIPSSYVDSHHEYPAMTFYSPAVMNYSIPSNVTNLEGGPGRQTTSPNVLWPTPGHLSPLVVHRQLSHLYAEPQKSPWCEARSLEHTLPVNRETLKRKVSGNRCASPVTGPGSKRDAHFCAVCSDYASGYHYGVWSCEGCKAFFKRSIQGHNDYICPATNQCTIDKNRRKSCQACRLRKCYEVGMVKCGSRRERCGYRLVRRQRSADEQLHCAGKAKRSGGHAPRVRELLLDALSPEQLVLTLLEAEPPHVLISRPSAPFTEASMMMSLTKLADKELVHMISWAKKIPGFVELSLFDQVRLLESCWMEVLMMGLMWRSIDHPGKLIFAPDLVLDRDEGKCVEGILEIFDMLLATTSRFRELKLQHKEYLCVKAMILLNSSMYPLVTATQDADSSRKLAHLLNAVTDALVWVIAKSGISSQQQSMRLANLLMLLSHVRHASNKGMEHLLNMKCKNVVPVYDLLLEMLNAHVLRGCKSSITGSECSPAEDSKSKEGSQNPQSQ
# * hit, by the source's call; x = not tested or not shown; [ ] = remark or other dose.
SMILES,Smad3 inh,ERa coact pot,H69AR inhibit,Fibroblast inh,HUVEC inhibit,ERa coact inh,sEH act,Candida biofilm,ERb coact inh
O=C(Nc1cccc2cccnc12)c1cccc(N2C(=O)CCC2=O)c1,5,103,93,97,95,10,x,9,23
CCOc1ccccc1NC(=O)CSc1nnc(-c2ccco2)n1Cc1ccco1,-13,99,87,89,112,3,10,3,0[fluorescence artefact?]
CS(=O)(=O)N1CCC(C(=O)Nc2ccc3c(c2)OCO3)CC1,3,85,101,109,94,9[fluorescence artefact?],-8,2,1[fluorescence artefact?]
O=C(CCCSc1nc2ccccc2s1)Nc1nccs1,9,108,65,99,93,-3,-6,5,1[fluorescence artefact?]
Cc1cccc(NC(=S)NNC(=O)CCn2nc(C)c([N+](=O)[O-])c2C)c1,3,94,84,94,95,-1,9,5,-8
CC(C)c1ccc(Oc2cccc(C(=O)/C(C#N)=C/N(C)C)c2)cc1,6,77,97,96,92,17,-3,2,-9
CCOC(=O)C1CCN(C(=O)Nc2ccccc2Cl)CC1,-1,119,96,96,90,1,x,6,-8
COCCn1nnnc1CN1CCC(O)(c2cccc(C(F)(F)F)c2)CC1,11[fluorescence artefact?],111,89,100,96,-14,x,10,-3
O=C(Nc1ccc2nc[nH]c2c1)c1ccco1,-3,116,68,95,90,2[fluorescence artefact?],x,4,4
CN1CCN(CCC(=O)Nc2ccc3c(c2)OCO3)CC1,-9,98,96,90,107,-2,9,2,0

# Among those listed so far, these contain sulfur:
SMILES,Smad3 inh,ERa coact pot,H69AR inhibit,Fibroblast inh,HUVEC inhibit,ERa coact inh,sEH act,Candida biofilm,ERb coact inh
CCOc1ccccc1NC(=O)CSc1nnc(-c2ccco2)n1Cc1ccco1,-13,99,87,89,112,3,10,3,0[fluorescence artefact?]
CS(=O)(=O)N1CCC(C(=O)Nc2ccc3c(c2)OCO3)CC1,3,85,101,109,94,9[fluorescence artefact?],-8,2,1[fluorescence artefact?]
O=C(CCCSc1nc2ccccc2s1)Nc1nccs1,9,108,65,99,93,-3,-6,5,1[fluorescence artefact?]
Cc1cccc(NC(=S)NNC(=O)CCn2nc(C)c([N+](=O)[O-])c2C)c1,3,94,84,94,95,-1,9,5,-8

# New compounds follow
SMILES,Smad3 inh,ERa coact pot,H69AR inhibit,Fibroblast inh,HUVEC inhibit,ERa coact inh,sEH act,Candida biofilm,ERb coact inh
c1ccc(Sc2cnc3ccccc3n2)cc1,6,104,101,103,98,0,6,6,-6
O=C(CCN1C(=O)c2ccccc2C1=O)NCc1ccncc1,10[fluorescence artefact?],94[fluorescence artefact?],94,99,90,-7,x,2,-2
Cc1ccc(C(=O)Nc2c(C)n(C)n(-c3ccccc3)c2=O)cc1S(=O)(=O)N1CCOCC1,9[fluorescence artefact?],102,89,104,98,0,x,4,-7
COc1ccc(OC)c(S(=O)(=O)N(C)CC(=O)N2CCN(c3ccccc3)CC2)c1,6,109[fluorescence artefact?],x,98,90,2,-5,6,-1
NC(=O)CC1NC(=O)c2ccccc21 (stereo not drawn),1,119,103,102,92,3[fluorescence artefact?],-4,9,5[fluorescence artefact?]
CCOC(=O)c1c(C)oc2c(F)c(F)c(F)c(F)c2c1=O,1,102,x,59,8.7*,7,-10,1,2
c1ccc(CNc2nc3ccccc3n2CCN2CCOCC2)nc1,5,107,77,98,93,-4,-6,7,5
N/C(Cn1nnc(-c2ccccc2)n1)=N\O,15,111,91,98,104,2,-2,1,2
O=C(NCCSCc1ccco1)Nc1cccc(Cl)c1,-10,85,87,101,103,17,-80,6,11[fluorescence artefact?]
CCOC(=O)N1CCC(c2nc3ccccc3[nH]2)CC1,-3,112,99,98,96,-3,5,7,-4
Cc1cccc(OCCCC(=O)NC(C)c2ccccc2)c1 (stereo not drawn),-7,95,98,99,100,14,-3,5,-6
NC(=O)c1nn(-c2ccccc2)nc1N,1,112,97,95,97,3,0,1,-6
Cc1ccccc1-n1c(=O)c(C#N)cc2c(=O)n3ccccc3nc21,0,97,45,101,83,0,-3,7,-2
Cc1ccc(C(=O)OCC(=O)NCc2ccc3c(c2)OCO3)s1,5,90,105,95,104,17,0,6,19
COc1cccc(/C(O)=C2/C(=O)C(=O)N(c3cc(C)on3)C2c2cccs2)c1 (stereo not drawn),-1,128[fluorescence artefact?],96,95,75,-1,2,5,-6
N#C/C(=C\C1CC2C=CC1C2)c1nc2ccccc2[nH]1 (stereo not drawn),1,86,89,84,91,-12,-6,6,-2
C=C(C)COc1ccc(-c2[nH]ncc2-c2ccc(OC)c(OC)c2)c(O)c1,-5,105,x,46*,45,1,-7,7,10
CCCC(C(=O)NC1CCCCC1)N(Cc1ccco1)C(=O)CNS(=O)(=O)c1ccccc1 (stereo not drawn),-14,119[fluorescence artefact?],81,93,104,-8,6,7,2
COc1ccc(N=C2NC(=O)S/C2=C\c2ccc(N(C)C)cc2)cc1,-1,37[fluorescence artefact?],74,93,103,54*,3,0,52*
CCOc1ccc(-c2nn[nH]n2)cc1OCC,6,100,99,101,93,-1,8,5,1
COc1cc2c(cc1NC(=O)COC(=O)C1CC(=O)N(Cc3ccco3)C1)oc1ccccc12 (stereo not drawn),-5,129[fluorescence artefact?],82,x,72,22[fluorescence artefact?],4,6,21
Cc1ccc2cc(CN(C(=O)c3ccco3)c3ccccc3C)c(=O)[nH]c2c1,6,69,87,99,103,9,x,3,19
CCOC(=O)c1sc(NC(=S)n2cc(C)cn2)c(C(=O)OCC)c1C,-6,112,x,102,93,2,8,5,-1
O=C1CCC(C(=O)Nc2cccc(C(F)(F)F)c2)N1 (stereo not drawn),-6,118,110,106,102,4,x,8,-1[fluorescence artefact?]
CO[C@@H]1O[C@@H]2COC(c3ccccc3)O[C@@H]2[C@@H](OC)[C@@H]1O (stereo partly drawn),-7[fluorescence artefact?],108,103,95,100,-8,-2,x,-5[fluorescence artefact?]
CC(=O)Nc1ccc2c(c1)nc(CCN1CCN(C)CC1)n2C,-7,80[fluorescence artefact?],89,104,100,-1[fluorescence artefact?],5,1,3[fluorescence artefact?]
COc1ccc(S(=O)(=O)N(CCc2ccccc2)CC(=O)O)cc1Cl,10,112,104,105,103,-3,-7,4,19
CC(C)NS(=O)(=O)c1ccc(OCC(=O)Nc2ccccc2F)cc1,9,96,97,97,101,-5,7,2,2
CC1CCN(c2ncccc2C(=O)O)CC1,8,103[fluorescence artefact?],98,96,93,-5,-7,4,2
Cn1ccs/c1=N\S(=O)(=O)c1ccc(Br)cc1,-5,99,114,95,87,10,-3,3,-5
CCOC(=O)Cn1c(=S)[nH]c2c(oc3ccc(Cl)cc32)c1=O,31[fluorescence artefact?],126,98,99,91,-4,-14,1,-3
C=CCNC(=S)NNC(=O)C(CCC(C)C)CC(C)O (stereo not drawn),4,110,98,100,96,0[fluorescence artefact?],-8,-2,1
CCCCCCN1C=CC(=C/C=C(\C#N)C(=O)OCC)C=C1,-5,101[fluorescence artefact?],67,94,106,-7,x,7,1
Cc1ccc(N2CC(C(=O)OCC(=O)C(C)(C)C)CC2=O)cc1C (stereo not drawn),-7,99,91,99,109,3,0,3,-4[fluorescence artefact?]
COC(=O)[C@H](C)NC(=O)Nc1ccccc1C(F)(F)F,-8,139,99,98,96,-5,5,8,3
CC(C)(C)S(=O)(=O)c1ccc(S(=O)(=O)C(C)(C)C)s1,9,113,97,101,105,-11,14,2,-10
O=C(CN1CCOCC1)Nc1ccccc1NC(=O)C1CCN(c2ncccn2)CC1,-3,101,85,101,103,7,6,8,15
COc1ccc(N(CC(=O)Nc2ccc(F)c(Cl)c2)S(=O)(=O)c2c(C)noc2C)cc1,3,90,99,83,94,-4,-12,4,-6
Cc1noc(C)c1S(=O)(=O)N(CC(=O)NCc1ccc2c(c1)OCO2)c1ccc(C(C)C)cc1,17,91,54,90,87,2,6,8,7
COc1ccccc1NC(=O)N1CCCC1C(=O)Nc1ccc(NC(C)=O)cc1 (stereo not drawn),-10,118,89,97,101,-5,-6,8,-6
CCOC(=O)c1c(C)c(C(=O)NCCCOC)c(C)n1C,1,96,88,103,93,4,-1,8,21
CCN=C(NCC)SC1CC(=O)N(c2cccc(OCC)c2)C1=O (stereo not drawn),-4,102,95,103,105,-2,0,4,4
CCOC(=O)C1CCN(C(=O)CNS(=O)(=O)c2cccs2)CC1,-1,113,99,98,107,-13,x,10,1
O=C(COC(=O)c1cnccn1)c1ccc2c(c1)CCCC2,4,108,104,105,104,0,-9,-4,-7
O=C(CCCN1C(=O)c2ccccc2C1=O)Nc1cccnc1,-4,118,99,105,95,-5,-11,8,6
Cc1ccc(NCc2nnc3n2CCCCC3)cc1,-18,106[fluorescence artefact?],99,103,114,-12[fluorescence artefact?],4,5,-12[fluorescence artefact?]
Clc1cccc(N2CCN(CCNc3nc4ccccc4n4cnnc34)CC2)c1,-6,129,66,85,87,11,x,3,6[fluorescence artefact?]
Cc1oc(-c2ccccc2)cc1C(=O)Nc1cccc2ccccc12,7,125,34*,100,98,-8,3,4,0
O=C(COc1ccc(S(=O)(=O)NCc2ccccc2)cc1)NCC1CCCO1 (stereo not drawn),4,104,83,92,110,-4,-8,-1,-11
CCN(CC)CCCN1C(=O)C(O)=C(C(C)=O)C1c1ccc(OC)cc1OC (stereo not drawn),-5,126,107,103,101,-4[fluorescence artefact?],x,-3,-4[fluorescence artefact?]
# (continued)
SMILES,Smad3 inh,ERa coact pot,H69AR inhibit,Fibroblast inh,HUVEC inhibit,ERa coact inh,sEH act,Candida biofilm,ERb coact inh
O=[N+]([O-])c1cc(S(=O)(=O)C(F)(F)F)ccc1Sc1nc2ccccc2[nH]1,-8,68,1.7*,12*,18*,43[fluorescence artefact?],-15,5,-3
CCn1c(SCC(=O)Nc2cccc(OC)c2)nnc1-c1ccc(Cl)cc1,9,107,98,96,95,-3,7,0,0
CC(OC(=O)Cc1coc2cc3c(cc12)CCC3)C(=O)NCc1ccc2c(c1)OCO2 (stereo not drawn),-3,86,102,101,107,1,0,7,4
CC(C)(C)C1CCc2c(sc(NC(=O)c3ccco3)c2C(N)=O)C1 (stereo not drawn),-2[fluorescence artefact?],162,39*,59,75,2[fluorescence artefact?],-8,8,5[fluorescence artefact?]
COC(=O)c1ccc2c(=O)n(CCC3=CCCCC3)c(SCC(=O)N3CCCC3)nc2c1,1,173,48,100,78,48,x,8,45
COc1ccc(S(=O)(=O)NCc2ccc(C)cc2)cc1,4,100,107,102,100,4[fluorescence artefact?],-3,4,-1[fluorescence artefact?]
O=C(Cc1ccc(Cl)cc1)Nc1ccc(N2CCN(C(=O)c3ccco3)CC2)c(Cl)c1,6,108,78,95,63,-25,-86,3,-16[fluorescence artefact?]
CCOC(=O)c1sc(NC(=O)CSc2ccccn2)c(C#N)c1C,-8,102,77,84,60,18,17,-1,16
c1ccc(-c2nnc(SCc3nc4ccccc4[nH]3)n2Cc2ccco2)nc1,-5,99,82,89,102,-9,-4,5,0
Cc1ccc(N(CC(=O)O)S(C)(=O)=O)cc1Cl,-6,109,97,101,89,-7,2,0,-6[fluorescence artefact?]
N#CN(CC(N)=O)c1nc(N2CCCCC2)nc(N2CCCCC2)n1,-8,102,61,95,86,0,15,2,7
O=C(C1CCC(=O)N1C1CCCCC1)N1CCN(c2ccc(F)cc2)CC1 (stereo not drawn),8,113,87,93,92,-5,x,8,-3
CCN(CC)S(=O)(=O)c1ccc2c3c(cccc13)C(=O)N2,1,112[fluorescence artefact?],85,86,97,-1,x,3,-5
Cn1c(C(C#N)C(=O)Cc2cccc3ccccc23)nc2ccccc21 (stereo not drawn),-19[fluorescence artefact?],113,63,75,73,34,x,0,25
CCOC(=O)C1CCCN(C(=O)CC(C)c2ccccc2)C1 (stereo not drawn),-5,116,86,94,89,-7,-6,3,1

# Not all compounds are listed (hit frequency here may not be typical).
